Screens (PubChem)
SUMO Mot1 rescue: yeast Mot1-301 growth rescue at high temperature, primary screen, SUMOylation pathway inhibitor project, S. cerevisiae, ATP luminescence, 38.5C. AID 2716, 2010. growth rescue, % at 18.8 µM. 320,000 tested, 1% active. S. cerevisiae Mot1-301 growth rescue; percent above DMSO median, 100 means doubled;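 active means every valid replicate shows activation above 250% relative to neutral control wells; inactive means the rest, any valid replicate at or below 250%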;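 further: OY570 slx delta 5 strain wells were the positive control but not used for scaling; some compounds called inactive have numbers as strong as hits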
SR-BI uptake up: activators of SR-BI mediated DiI-HDL uptake, primary screen, ldlA[mSR-BI] CHO cells, DiI fluorescence; 320,000 tested, 0.096% active; AID 504775, 2011; 3 h; 100 = double the neutral-control signal; activation, % at 12.5 µM;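 active means mean replicate activation of at least 60% and every replicate at or above 60%; inconclusive means mean or all-replicate condition met, but not both; inactive means mean below 60% and not all replicates reaching 60%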;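 further: 0% = median plate neutral-control signal and 100% = twice that signal; values of inactives mirror those of a sister screen read the other way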
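Assay system: CHO ldlA[mSR-BI] cells, LDL receptor-null, SR-BI overexpressing; medium: Ham's F12 with 0.5% BSA, HEPES 25 mM, pH 7.4; also added: DiI-HDL 10 µg/mL; timing: 3 h uptake period with compound, 37 °C; signal: DiI fluorescence, bottom read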
PKA-R1A activ: activators of PKA-R1A holoenzyme, primary screen, biochemical, fluorescence polarization, Cy5-IP20, bovine R1A, mouse PKAc; PKA-R1A dissociation; scaled: DMSO 0%, 113 µM cGMP 100%; cAMP-dependent protein kinase type I-alpha regulatory subunit (Bos taurus) + …; 340,000 tested, 0.083% active; activation, % at 11.4 µM; AID 504707, 2011;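 active means percent activation above the mean of all tested compounds plus 3 SD, cut at about 19% in these data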;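 further: higher means more PKAc released from R1A so a rise in polarization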
PKA-R2B act: activators of PKA-R2B holoenzyme, primary screen, biochemical, fluorescence polarization, Cy5-IP20, human; 340,000 tested, 0.079% active; AID 504700, 2011; activation, % at 11.4 µM; PKA-R2B holoenzyme dissociation; R2B truncated from residue 108, S112A mutant; 0% DMSO only, 100% 113 µM cGMP; cAMP-dependent protein kinase catalytic subunit beta (Homo sapiens) + cAMP-dependent …;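 active means activation above a cutoff set at the mean over all compounds plus 3 SD, cut at about 18% in these data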;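 further: higher means more holoenzyme dissociation and a rise in polarization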
SR-BI HDL uptake: inhibitors of SR-BI mediated HDL lipid uptake, primary screen, ldlA[mSR-BI] cells, fluorescence, single point; inhibition, % at 12.5 µM; AID 488896, 2010; ldlA[mSR-BI] CHO cells, DiI-HDL uptake fluorescence, 3 h; 320,000 tested, 0.96% active;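 active means mean replicate inhibition of at least 70% and a set share of replicates each scoring 70 or more; inconclusive means meets just one of the two criteria; inactive means fails both criteria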;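 further: 0% = median of neutral control wells and 100% = median of positive control wells; values of inactives mirror those of a sister screen read the other way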
NSD2 HMT inh: NSD2 histone methyltransferase inhibitors, primary screen, biochemical, AlphaScreen, single concentration, set 2 | inhibition, % at 12.5 µM | NSD2 peptide methylation, 120 min | 310,000 tested, 0.54% active | Histone-lysine N-methyltransferase NSD2 (Homo sapiens), O96028; in the data active means inhibition above about 50%
Arr AP2 block: inhibitors of beta-arrestin/AP2 binding, primary screen, biochemical, GPCR trafficking, flow cytometry. FITC-arrestin peptide / GST-AP2 beads; AP2 beta2 appendage carries R879A mutation. AID 504490, 2011. 340,000 tested, 0.31% active. inhibition, % at 10 µM;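 active means inhibition above a set limit, near 3 SD of compounds lacking own fluorescence, cut at about 54% in these data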;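 further: plate controls were DMSO wells for no effect and 5 µM unlabelled arrestin peptide for full effect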
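System: GST-tagged AP2 beta2-adaptin appendage (R879A) on 4 µm glutathione beads / Reagent: FITC-arrestin peptide, 50 nM / Detection: HyperCyt-sampled flow cytometry, FL1 channel, ex 488/em 535 nm / Timing: 12 min plus 1 h, RT / Buffer or medium: PBS plus Tween 20 (0.05%) and BSA (0.1%)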
DSG3 Ab inh: inhibitors of pemphigus antibody binding to DSG3, primary screen, biochemical, bead-based, flow cytometry, scFv-GFP; Desmoglein-3 (Homo sapiens), P32926; DSG3-coupled beads, scFv-anti-DSG3-GFP binding; active compounds read low; binding (percent of control), % at 10 µM; 310,000 tested, 0.48% active;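 active means binding more than 3 SD below its plate's average and above zero; inconclusive means below that plate limit but binding exactly zero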;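 further: hits lower antibody fragment binding to DSG3; some compounds called inactive have numbers as strong as hits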
dFosB activator: activators of delta FosB homodimer, primary screen, biochemical, fluorescence polarization, TAMRA-CDK5 oligo, single point. Protein FosB (Mus musculus), P13346. 340,000 tested, 0.99% active. purified delta FosB; percent of positive-control signal above neutral wells. activation, % at 25 µM;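 active means mean activation above about 17%, with every replicate also reaching it, limit read from the data, passing the limit was not always enough; inconclusive means only one of the two conditions met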;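 further: fluorescence polarization rise as delta FosB binds a TAMRA Cdk5 AP-1 oligo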
MITF TRPM1 HTS: activators of MITF-driven TRPM1 promoter reporter, primary screen, cell-based, SK-MEL-5, luciferase, single point | 300,000 tested, 0.75% active | activation, % at 12.5 µM | SK-MEL-5 TRPM1-promoter luciferase, 24 h; % of positive control, neutral wells = 0 | AID 588334, 2011;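 active means mean activation of at least 80% with every replicate also reaching 80%; inconclusive means mean reaches 80% but some replicate falls short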;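 further: 0% = neutral control wells and 100% = parthenolide positive control wells; values of inactives mirror those of a sister screen read the other way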
CDK5 p35 inh: inhibitors of human CDK5/p35 kinase, primary screen, biochemical, single concentration. Cyclin-dependent kinase 5 (Homo sapiens) + Cyclin-dependent kinase 5 activator 1 (Homo …. inhibition, % at 10 µM. 330,000 tested, 0.01% active. Recombinant CDK5/p35, ADP-Glo luminescence, 60 min;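 active means highest replicate inhibition of at least 50% and at least 75% of replicates reaching 50%; inconclusive means only one of the two criteria met; inactive means both criteria failed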;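 further: plate controls were DMSO neutral control for no effect and GW8510 at 10 µM for full effect; many of its hits are not listed in these tables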
The depositor's hits bear a star; ? = inconclusive; · = no result given. Outcome played no part in choosing rows; overall some 4.7% were active at least once.

SMILES	SUMO Mot1 rescue	SR-BI uptake up	PKA-R1A activ	PKA-R2B act	SR-BI HDL uptake	NSD2 HMT inh	Arr AP2 block	DSG3 Ab inh	dFosB activator	MITF TRPM1 HTS	CDK5 p35 inh
Cc1ccc(CNC(=O)Nc2ccc(F)cc2)n1C	8	2	2	-1	-2	0	-24	97	-1	-2	0.1
COCCNc1nc2c(c(=O)n(Cc3cccc(Cl)c3)c(=O)n2C)n1C	96	·	0	1	·	0	0	109	-7	2	0.3
COc1ccc(N/C=C/C(=O)c2ccc3c(c2)OCO3)cc1OC	4	-24	-9	-5	24	2	-2	102	-11	73	0.1
CCC1CCCCN1C(=S)NC(=O)c1cccs1 (centres undefined)	·	2	-11	-15	-2	-2	-16	98	0	0	-2.4
CCOc1ccccc1NC(=O)C(OC(=O)c1cnccn1)c1ccccc1 (centres undefined)	-9	5	-7	-10	-5	2	10	122	-6	2	-0.4
COC1=CCC2([N+](=O)[O-])CN(CC(=O)O)CC1([N+](=O)[O-])C2 (centres undefined)	-23	-10	11	-3	10	-1	4	109	9	-7	-1.3
CCCn1cnnc1CNC(=O)C1CCC(=O)N(CCc2cccc(F)c2)C1 (centres undefined)	-11	-5	-1	-11	5	-1	-2	99	-6	-5	0.9
Cc1ccc2c(c1)COc1c3ccc(C(=O)N[C@@H](C)CO)cc3nn1-2	-7	-31	-17	0	31	·	2	107	4	77	1.0
CC(C)Cc1cc(C(=O)Nc2cc(Br)ccc2O)no1	15	-14	-5	1	14	·	-3	76	-6	42	-1.0
CCOC(=O)c1ccc(S(=O)(=O)NNS(=O)(=O)c2ccc(C)cc2)cc1	14	11	2	-15	-11	2	2	105	0	2	-0.4
Cc1c2c(nc3ccccc13)CCC(C)C2 (centres undefined)	184	-12	-1	4	12	9	1	109	-12	8	0.6
O=c1c2ccccc2c(-c2ccccc2)nn1Cc1ccc(Cl)cc1	4	·	6	-6	·	0	2	118	-2	14	-4.4
CN(Cc1ccccc1)C(=O)[C@H]1CCC(=O)N1Cc1ccco1	·	11	-4	6	-11	-5	-1	·	5	-13	0.7
CCOC(=O)c1ccc(NC(=O)c2nc[nH]c2C(=O)N(C)Cc2ccccc2)cc1	12	-15	-16	-9	15	·	15	108	-2	-3	4.2
CN(Cc1c(C(=O)N/N=C/c2ccc(O)cc2)nnn1-c1nonc1N)C1CCCCC1	-58	2	1	5	-2	-2	38	98	29*	-6	0.2
COc1ccc(CCNC(=O)CN2C(=O)COc3ccc(S(=O)(=O)N4CCOCC4)cc32)cc1OC	271	4	-9	-2	-4	4	-5	·	3	9	0.6
CCOc1ncccc1C(=O)Nc1ccc2c(c1)OCO2	-15	-27	-12	13	27	-1	-24	113	1	4	-0.8
COC(=O)Cc1c[nH]c2cccc(OCC(O)CN(Cc3ccccc3)C(C)C)c12 (centres undefined)	15	17	-20	-5	-17	·	-3	101	-5	·	1.3
CN(C(=S)SCc1ccccc1)C1CCS(=O)(=O)C1 (centres undefined)	-9	-7	-9	1	7	0	-2	82	1	-9	-0.4
O=C(O)c1ccc(NC2=C(Cl)C(=O)c3ccccc3C2=O)cc1	71	1	11	7	-1	·	-3	102	1	-96	7.6
COc1ccccc1-c1nnc2sc(COc3ccccc3)nn12	4	-15	0	5	15	0	-9	105	-8	-8	2.2
COc1ccc(C(=O)NC(=S)NCc2ccco2)cc1OC	114	-22	0	-2	22	-10	-6	112	-6	4	0.1
O=C(O)c1[nH]c2ccc(Cl)cc2c1CC(=O)N1CCN(c2ccccc2)CC1	33	9	9	3	-9	·	10	111	-3	8	1.9
COc1ccc(N2CCN(S(=O)(=O)c3ccc(OC)cc3)CC2)cc1	7	4	5	2	-4	15	-11	123	-6	-7	-1.7
COc1cc(/C=C2/NC(=O)N(Cc3ccccc3F)C2=O)ccc1O	-4	-30	7	-14	30	-1	3	105	-12	-7	-2.4

(more compounds)
SMILES	SUMO Mot1 rescue	SR-BI uptake up	PKA-R1A activ	PKA-R2B act	SR-BI HDL uptake	NSD2 HMT inh	Arr AP2 block	DSG3 Ab inh	dFosB activator	MITF TRPM1 HTS	CDK5 p35 inh
OC(CNCC1(N2CCCCC2)CCCCC1)COc1ccc(Cl)cc1Cl (centres undefined)	16	-7	3	-11	7	2	11	110	-10	6	-0.4
COc1ccc(CCNC(=O)c2cc(=O)c3ccc(C)cc3o2)cc1OC	-14	-11	3	-4	11	-2	35	107	9	-3	2.5
O=C(c1ccccc1Sc1c(Cl)cccc1[N+](=O)[O-])N1CCOCC1	-7	6	2	7	-6	-1	36	102	7	-7	0.6
Cc1ccccc1-n1c(C)cc(/C=N/Nc2ccc([N+](=O)[O-])cn2)c1C	-9	-41	4	4	41	-4	-11	99	-8	?	2.8
COc1cccc(OCCCOc2ccccc2C(C)C)c1	-7	-19	-6	1	19	-7	0	103	-6	-7	-3.1
CC(C)NC(=O)CSc1nnc(-c2ccc(C(C)(C)C)cc2)n1C	-9	-8	-2	6	8	1	9	107	-3	18	-0.2
Cc1ccc2[nH]c(C(=O)NN=C3CCCCC3)c(-c3ccccc3)c2c1	-1	0	-1	-8	0	8	9	115	-16	8	-0.1
Cc1ccc2[nH]c(O)c(N=Nc3nc4ccccc4s3)c2c1	4	·	2	0	·	1	-6	86	-17	-16	0.3
COc1ccccc1-c1sc2ccccc2c1-c1ccc2c(c1)OCCO2	-7	-35	2	1	35	·	5	106	4	17	0.7
O=C(CNC(=O)c1ccco1)NCC(=O)OCc1ccc(Cl)cc1Cl	13	·	-2	1	·	·	-9	97	6	·	0.1
CC(=O)N(Cc1cc(=O)[nH]c2ccccc12)c1ccc(C)cc1	7	-16	-4	-11	16	-4	6	101	5	0	-0.1
COc1ccc(N2C(=O)CC(N(CCc3ccccc3)C(=O)/C=C/C(=O)O)C2=O)cc1 (centres undefined)	6	12	-5	-1	-12	-1	-3	98	1	-3	-0.5
O=C(O)c1ccccc1C(=O)NCc1ccccc1	-6	9	8	-4	-9	-1	-11	100	6	-8	-0.9
COC(=O)C1CN(Cc2ccccc2)C(=O)C1=O (centres undefined)	·	3	10	0	-3	-2	6	92	0	-5	0.2
COc1ccc(S(=O)(=O)N2CCN(C(=O)[C@H](Cc3ccccc3)NC(=O)c3ccco3)CC2)cc1	-13	19	-1	0	-19	2	14	102	-6	-2	-1.2
O=C1C(Cl)=C(NCc2ccco2)C(=O)c2ccccc21	·	-2	-8	-5	2	71*	5	·	-8	-93	1.2
Cn1c(O)c(N=NC(=O)Cc2c[nH]c3ccccc23)c2ccccc21	·	6	6	3	-6	4	-1	96	0	-3	0.2
COC(/C=C/Nc1ccc(Br)cc1)=C(C#N)C#N	10	6	-9	4	-6	21	-8	106	2	-22	-2.1
CCC(=O)NC1=C(Cl)C(=O)C(NC(=O)CC)=C(Cl)C1=O	·	-61	0	-8	61	·	66*	99	1	-16	-3.1
CCN(CC)S(=O)(=O)c1ccc(O)c(C(=O)OCC(=O)Nc2ccc(OC(F)(F)F)cc2)c1	1	-3	-6	4	3	2	30	100	-6	-2	2.2
Cc1cccn2cc(CCNS(=O)(=O)c3cccc([N+](=O)[O-])c3)nc12	-10	-10	9	7	10	·	18	99	3	-4	-0.5
COc1ccc(C2=NN(C(C)=O)C(c3cccs3)C2)cc1OC (centres undefined)	12	-23	-3	-10	23	-3	0	112	2	·	-1.9
CCn1c(SCC(=O)O)nnc1-c1ccccc1	-18	16	6	6	-16	0	-3	·	-2	-1	-0.6
Cc1ccccc1-n1c(C)nnc1SCC(=O)NNC(=O)c1ccccc1	5	-1	-5	-3	1	-2	-4	77	11	-7	-2.8
Cc1c(OCC(=O)NC(Cc2ccc(Cl)cc2)C(=O)O)ccc2c1oc(=O)c1ccccc12 (centres undefined)	2	-3	0	2	3	·	2	106	-27	1	-0.8

The list goes on:
SMILES	SUMO Mot1 rescue	SR-BI uptake up	PKA-R1A activ	PKA-R2B act	SR-BI HDL uptake	NSD2 HMT inh	Arr AP2 block	DSG3 Ab inh	dFosB activator	MITF TRPM1 HTS	CDK5 p35 inh
CC(C)[C@H](NC(=O)N1CC(=O)Nc2ccccc21)C(=O)N[C@@H](Cc1c[nH]c2ccccc12)C(=O)O	-4	14	-1	-2	-14	·	0	99	5	-12	-0.1
CC1(C)CC(=O)C2=C(C1)OC(N)=C(C#N)C2CCc1ccccc1 (centres undefined)	57	5	-5	0	-5	-1	8	119	-1	-3	0.2
CCOc1ncccc1C(=O)Nc1ccc(F)cc1	-5	-4	-4	-3	4	·	3	·	-9	6	0.1
O=C(N/N=C\c1ccc(Sc2ccccn2)o1)c1cccc(F)c1	-6	-5	2	0	5	·	0	·	-17	-1	-1.7
COc1ccc(CCNC(=O)NC2CCCCC2)cc1OC	-10	-8	-5	-5	8	-3	0	97	0	·	-1.1
CCCNC(=O)c1ccc(N2CCC3(CC2)CC(c2cccc(Br)c2)=NO3)c(N)c1	-13	-36	-7	-3	36	·	8	99	2	-2	-1.1
COc1ccc(CC2(CO)CCN(Cc3cnn(-c4ccccc4OC)c3)CC2)cc1	-7	·	-2	-9	·	-1	3	92	-3	5	0.7
COc1ccc(-c2noc(CCC(=O)N3CCN(c4ccc(C(F)(F)F)cc4)CC3)n2)cc1	·	-7	-3	-4	7	·	11	93	4	-4	-0.5
C=CCOc1nc(N2CCCC2)nc(N2CCCC2)n1	-15	-22	-1	15	22	1	7	101	-3	·	-1.0
CCn1cc(CCCC(=O)NCc2cccc(OC)c2)c2ccccc21	5	4	7	-12	-4	14	3	103	-9	-7	0.1
